Compound activity as filed in PubChem BioAssay.
FXIa inh: blocks human coagulation factor XIa activity | purified human FXIa, fluorogenic AMC substrate cleavage | inhibition, % at 10 µM | hit rate 0.3% among 33,000;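 active = inhibition above 40% in the primary screen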;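 note: 0% = enzyme without compound and 100% = blank wells lacking enzyme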
Target sequence (P03951 19-387 limits assumed): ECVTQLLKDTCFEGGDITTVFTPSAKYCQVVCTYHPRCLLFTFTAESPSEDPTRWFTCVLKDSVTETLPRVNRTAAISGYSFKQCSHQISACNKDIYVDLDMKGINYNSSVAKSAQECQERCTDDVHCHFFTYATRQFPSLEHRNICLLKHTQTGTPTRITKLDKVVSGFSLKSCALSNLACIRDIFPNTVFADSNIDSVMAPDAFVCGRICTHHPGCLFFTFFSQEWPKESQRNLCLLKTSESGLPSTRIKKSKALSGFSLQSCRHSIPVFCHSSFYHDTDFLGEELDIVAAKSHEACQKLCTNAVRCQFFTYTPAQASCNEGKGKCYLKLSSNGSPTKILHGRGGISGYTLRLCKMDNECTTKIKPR
Target sequence (P03951 388-625 limits assumed): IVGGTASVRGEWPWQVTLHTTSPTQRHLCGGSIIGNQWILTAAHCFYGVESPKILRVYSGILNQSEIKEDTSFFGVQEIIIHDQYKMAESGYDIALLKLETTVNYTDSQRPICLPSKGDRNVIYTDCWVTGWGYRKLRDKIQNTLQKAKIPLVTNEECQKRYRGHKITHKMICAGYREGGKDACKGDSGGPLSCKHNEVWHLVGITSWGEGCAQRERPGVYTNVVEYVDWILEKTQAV
FXIIa inh: inhibitors of human coagulation factor XIIa | AID 701 | purified human FXIIa, AMC substrate fluorescence, 2 h | hit rate 0.2% among 33,000 | P00748 | inhibition, % at 10 µM; in the data active = inhibition above about 30%;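 note: 0% = enzyme with vehicle only and 100% = no enzyme blank; many of its hits are not listed in these tables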
* hit, by the source's call; & = joins results of further samples.

SMILES	FXIa inh	FXIIa inh
OC(CCCN1CCC(O)(c2ccc(Cl)cc2)CC1)c1ccc(F)cc1 (stereo not given)	4.9	3.5
O=C(O)c1ccc(NC(=S)NC(NC(=O)c2ccco2)C(Cl)(Cl)Cl)cc1 (stereo not given)	10.9	3.7
O=C(Nc1cccc(-c2nnc(-c3ccco3)o2)c1)C(c1ccccc1)c1ccccc1	-10.2	5.1
CCOC(=O)c1[nH]c2cc(OC)c(OC)cc2c1NC(=O)CN1CCN(c2ccc(OC)cc2)C(C)C1 (stereo not given)	-7.8	-4.6
CCC(C(=O)NCc1ccccc1OC)n1nc(C)n2c(cc3occc32)c1=O (stereo not given)	-8.6	5.5
CCOCCCNC(=O)C(NC(=O)CNC(C)=O)c1ccc(C)cc1 (stereo not given)	-6.2	2.9
CC1CCC(N2CCN(c3ncccn3)CC2)CC1 (stereo not given)	-3.0	-2.2
CC(NC(=O)CN1CCCC1)C12CC3CC(CC(C3)C1)C2 (stereo not given)	-8.4	-11.1
COc1cc(NC(=O)CCc2c(C)nc3nc(C)nn3c2C)cc(OC)c1	15.0	4.3
CCOC(=O)C1CCCN(c2c(Nc3ccc(OCC)cc3)c(=O)c2=O)C1 (stereo not given)	6.1	8.7
C=CCNc1cc(C)oc(=O)c1C(=O)CCC	3.2	10.0
CC(C)(C)C(=O)Nc1ccc(C(=O)NCc2cccnc2)cc1	1.4	-12.5
CCc1nnc(NC(=O)CN2CCN(c3cccc(OC)c3)CC2)s1	4.5	2.1
CCN1CCN(c2oc(-c3ccc(OC)cc3)nc2C#N)CC1	-4.8	7.9
CCN(CC)C(=O)CSc1nc2ccccc2n1CC(=O)N1CCN(c2ccccc2OC)CC1	-6.0	3.1
CCOC(=O)Cc1[nH]nc2c1C(c1cc(OC)ccc1OC)C(C#N)=C(N)O2 (stereo not given)	-9.1	-2.0
COc1ccc(-c2cc(C(=O)N3CCN(c4ccccc4)CC3)c3ccccc3n2)cc1OC	3.0	1.0
CN1c2ccsc2/C(=N/NC(=O)c2c(F)cccc2F)CS1(=O)=O	21.0	-18.0
N#C/C(=C\c1ccc(Sc2nc3ccccc3[nH]2)o1)c1ccccc1	-0.6	0.7
CCOC(=O)N1CCN(C(=O)Nc2ccc(Cl)cc2Cl)CC1	-4.1	1.3
COc1ccc(S(=O)(=O)NCCC(C)C)cc1C	-2.5	12.6
O=C(Nc1ccc(Cl)c(Cl)c1)N(CCCN1CCOCC1)Cc1cccs1	2.1	0.6
Cc1cccn2cc(CNS(=O)(=O)c3cccc(F)c3)nc12	12.0	4.5
CC(=O)OCC(=O)[C@@]12OC(C)(C)O[C@@H]1C[C@H]1[C@@H]3C[C@H](F)C4=CC(=O)C=C[C@]4(C)[C@@]3(F)[C@@H](O)C[C@@]12C	8.4	5.4
OC(COc1ccc2c(c1)CCC2)CN1CCN(c2cccc(Cl)c2)CC1 (stereo not given)	6.0	0.9

Given with two lines to a compound: entries from further up.
Below each compound – FXIa inh | FXIIa inh
O=C(O)c1ccc(NC(=S)NC(NC(=O)c2ccco2)C(Cl)(Cl)Cl)cc1 (stereo not given)
 : 10.9 | 3.7
CC(C)(C)C(=O)Nc1ccc(C(=O)NCc2cccnc2)cc1
 : 1.4 | -12.5
CCOC(=O)c1[nH]c2cc(OC)c(OC)cc2c1NC(=O)CN1CCN(c2ccc(OC)cc2)C(C)C1 (stereo not given)
 : -7.8 | -4.6
CCOC(=O)N1CCN(C(=O)Nc2ccc(Cl)cc2Cl)CC1
 : -4.1 | 1.3
COc1ccc(-c2cc(C(=O)N3CCN(c4ccccc4)CC3)c3ccccc3n2)cc1OC
 : 3.0 | 1.0
CCOC(=O)C1CCCN(c2c(Nc3ccc(OCC)cc3)c(=O)c2=O)C1 (stereo not given)
 : 6.1 | 8.7

Six entries from above, comma-delimited:
canonical_smiles,FXIa inh,FXIIa inh
CCOC(=O)C1CCCN(c2c(Nc3ccc(OCC)cc3)c(=O)c2=O)C1 (stereo not given),6.1,8.7
C=CCNc1cc(C)oc(=O)c1C(=O)CCC,3.2,10.0
CC(C)(C)C(=O)Nc1ccc(C(=O)NCc2cccnc2)cc1,1.4,-12.5
CCc1nnc(NC(=O)CN2CCN(c3cccc(OC)c3)CC2)s1,4.5,2.1
CCN1CCN(c2oc(-c3ccc(OC)cc3)nc2C#N)CC1,-4.8,7.9
CCN(CC)C(=O)CSc1nc2ccccc2n1CC(=O)N1CCN(c2ccccc2OC)CC1,-6.0,3.1

Continuation.
SMILES	FXIa inh	FXIIa inh
C=CCN1C(=NC(=O)CC)SC2CS(=O)(=O)CC21 (stereo not given)	-8.9	2.0
O=C(Nc1ccc2nc(-c3ccccn3)[nH]c2c1)C1CCCCC1	-0.2	3.0
CCc1nn(-c2ccccc2)c(N)c1-c1ccc(OC)c(OC)c1	6.6	10.7
COc1cc2c(C(=O)N3CCN(C)CC3)c(C)n(-c3ccccc3)c2cc1Br	28.8	-12.6
Cc1nc(C)c(C(=O)C2=C(O)C(=O)N(CCN3CCOCC3)C2c2cccs2)s1 (stereo not given)	-2.6	1.8
COc1cc(/C=N/N(C)c2ccccc2)ccc1O	-4.2	7.5
CCNC(=O)c1cc(Br)ccc1Cl	4.3	3.8
COc1ccc(OC)c(NC(=O)C2CCN(Cc3cnn(-c4ccccc4)c3-n3cccc3)CC2)c1	-2.7	7.4
CC(C)NC(=O)c1cc(=O)n(C)c(=O)n1C	34.6	-14.4
COc1ccc(N(CC(=O)Nc2cccc(C(F)(F)F)c2)S(C)(=O)=O)cc1	-3.0	8.0
COC1(OC)C(=N/O)/C(=N\O)CCC1O (stereo not given)	-1.7	19.1
CC(C)(C)NC(=O)CCN1CCOCC1	-5.9	13.2
COc1cccc(-n2nnnc2SCC(=O)NC2CCCC2)c1	-3.6	7.8
O=C(NCCc1ccccc1)c1cccs1	-4.2	4.0
CC1Cc2nc(SCC(=O)N3CCN(c4ccccc4)CC3)n(C)c(=O)c2S1 (stereo not given)	-14.6	-11.0
CC(C)(C)c1ccc(S(=O)(=O)NCc2ccc(C(=O)N3CCOCC3)cc2)cc1	1.2	1.9
Cc1cccc(C)c1NC(=O)Cn1c(CN2CCCCC2)nc2ccccc2c1=O	1.6	4.3
CCC(=O)/C=C1/Sc2ccc(OC)cc2N1CC	9.9	6.0
O=C(OCc1ccccc1)c1ccc(Br)o1	-3.8	-3.4
NC(=O)c1nc(C2CCCCC2)nc2c1[nH]c(=O)n2-c1ccc(F)cc1	8.4	4.6
O=C(c1cccs1)N1CCN(CCc2ccccc2)CC1	-0.6	1.4
Cc1cnc(NC(=O)C2COc3ccccc3O2)s1 (stereo not given)	-6.9	6.0
O=C(O)CC(=O)NC12CC3CC(CC(C3)C1)C2	-0.9&-7.8	3.2&5.4
Cc1ccc(C(=O)c2c(C)oc3c2C(=O)C(=O)c2ccccc2-3)cc1	-74.6	-8.7
CNc1nc(NCCOC23CC4CC(CC(C4)C2)C3)nc(OCC(F)(F)F)n1	12.0	2.7

New compounds follow.
SMILES	FXIa inh	FXIIa inh
CCOc1ccc(S(=O)(=O)NCCOC)cc1C	1.0	17.4
CCCCn1c(-c2ccncc2)nc2c1c(=O)[nH]c(=O)n2CC(C)C	-10.6	-3.2
CCOc1ccc(NC2=NCC(=O)N2CCc2ccccc2)cc1	-1.7	6.0
Cc1ccc(CNC(=O)C(C)OC(=O)c2ccco2)cc1 (stereo not given)	3.7	7.4
CCC1=Nc2ccccc2-c2nnc(SC)nc2O1	-0.7	-10.3
Cc1ccc(NC(=O)C(C)Sc2nnc(-c3cccnc3)n2-c2ccccc2)cc1 (stereo not given)	-2.0	-3.3
CSc1ccccc1NC(=O)c1cc(C2CC2)on1	5.9	5.7
COc1ccc2cc3cc(C(=O)NC(C)C)oc3nc2c1	-22.8	-42.0
COc1ccc(CNC(=O)C(c2ccc(C)o2)N(Cc2cccs2)C(=O)Cc2cccs2)cc1 (stereo not given)	5.0	6.5
Cc1cc(Nc2nnnn2-c2ccccc2)n(-c2ccccc2)n1	10.4	5.1
CC(C)(C)NS(=O)(=O)c1ccc(CCC(=O)NCc2ccco2)cc1	1.8	4.2
Cc1cc(=O)oc(C)c1C(=O)NCc1ccccc1	-12.4	6.9
O=C(Nc1cccnc1)C1CCN(S(=O)(=O)c2cccc3nonc23)CC1	-6.3	6.1
CCCCCCN=C(C)C1=C(O)C(C(=O)OC)C(C)(C)CC1=O (stereo not given)	-4.6	0.9
COc1ccc(C(=S)N2CCCC2)cc1OC	8.1	4.1
c1ccc(CNc2ncnc3sc4c(c23)CCC4)nc1	15.1	3.8
CCOC(=O)C1=NN(c2ccccc2)C(c2ccccc2)CC1=O (stereo not given)	13.0	9.5
CN(C)S(=O)(=O)c1ccc(NC(=O)COC(=O)c2ccccn2)cc1	-3.1	3.8
COc1ccccc1NC(=S)NCCc1ccc(Cl)cc1	-13.6	-9.7
Cn1c(N)c(C(=O)COC(=O)C2CCC(C(C)(C)C)CC2)c(=O)n(C)c1=O (stereo not given)	2.8	10.2
CCN1CCN(CCCNC(=O)C2c3ccccc3C(=O)N(C)C2c2ccc(OC)cc2)CC1 (stereo not given)	-4.9	1.9
C[C@H]1C[C@@H]2[C@H]([C@@H](O)C[C@@]3(C)[C@H]2CC[C@]3(O)C(=O)CO)[C@@]2(C)C=CC(=O)C=C12	4.2	2.8
Cc1ccc(N=c2c([N+](=O)[O-])nn(-c3ccccc3)n2O)c(C)c1	-7.4	6.5
CN1CCN(c2nc(N3CCN(c4ccccc4)CC3)ncc2F)CC1	-4.2	-2.5
CCOC(=O)/C(C#N)=C1/C=CN(c2ccc(C)cc2)C=N1	-3.8	5.3

Next records follow.
SMILES	FXIa inh	FXIIa inh
CCCN(CC1CC1)S(=O)(=O)c1ccc(-n2cnnn2)c(OC)c1	9.5	3.5
N#Cc1c(/N=C/N2CCCC2)oc(-c2ccccc2)c1-c1ccccc1	2.4	-17.9
Cn1c(=O)[nH]c(=O)c2c1nc(Br)n2CCCc1ccccc1	-7.2	-0.4
Cc1onc(-c2c(F)cccc2Cl)c1C(=O)NC1CCSC1=O (stereo not given)	-0.5	-0.2
COc1ccc(CCNC(=O)C2CCN(S(=O)(=O)c3ccc(OC)c(OC)c3)CC2)cc1	-4.1	-0.6
COc1cc(C(=O)NC2CCN(Cc3nnnn3Cc3cccs3)CC2)cc(OC)c1OC	3.3	1.3
COc1ccc(CCN2CC(O)=C(c3nc4ccccc4c(=O)[nH]3)C2=N)cc1OC	6.3	8.6
O=C(CO/N=C/c1ccccc1O)NNC(=O)c1ccccc1Cl	-1.0	5.4
Cc1ccc(NC(=O)Cc2nnc(SCC(=O)c3ccc(Br)cc3)n2C)cc1	1.8	-13.9
CCOC(=O)CCCCC(=O)c1[nH]c(=O)[nH]c1Cn1ccnc1	1.4	4.8
O=S(=O)(c1ccc(Cl)cc1)N1CCC(N2CCOCC2)CC1	7.6	3.9
CCn1c(SCCOc2ccc(OC)cc2)nnc1C(CO)NC(=O)c1ccc(OC)cc1 (stereo not given)	-0.3	4.7
COC(=O)CCN(C1CCCCC1)S(=O)(=O)c1ccc(S(=O)(=O)N2CCCCC2)cc1	-1.4	-13.3
COc1cccc(N(CC(=O)Nc2cccc(N(C)S(C)(=O)=O)c2)S(C)(=O)=O)c1	0.6	11.9
c1ccc(C2CC3CC(c4ccccc4)N2O3)cc1 (stereo not given)	2.1	16.4
CC(Sc1ccc2c(c1)OCCO2)C(=O)Nc1ncc(Cl)cc1Cl (stereo not given)	-3.8	4.8
COc1ccc(CCNC(=O)c2nnc(Cc3ccc(Cl)cc3)o2)cc1OC	-12.7	-10.8
COc1ccc(CCNS(=O)(=O)c2ccc(Cl)s2)cc1OC	5.7	4.0
O=C1c2ccccc2S(=O)(=O)N1CC(O)COc1ccc(Cl)cc1 (stereo not given)	1.6	5.2
Cc1csc(NC(=O)CSc2nnc(-c3ccncc3)n2C)n1	7.3	2.1
CC(C)Cc1nnc(NC(=O)CCC(=O)N2CCN(c3ccccn3)CC2)s1	-4.6	2.2
COc1ccc2nc3oc(C(=O)Nc4ccc(OC)c(OC)c4)cc3cc2c1	6.3	4.4
CCN(CC)CCCN(Cc1cc2ccc(C)c(C)c2[nH]c1=O)C(=O)NC1CCCCC1	38.6	4.8
CC1CCCCC1NC(=S)Nc1ccc(SC(F)F)cc1 (stereo not given)	2.6	0.5
O=C(N/N=C/C=C\c1ccco1)c1cccnc1	-5.7	-6.4

The listing continues.
SMILES	FXIa inh	FXIIa inh
O=C(CSc1ncnc2c1oc1ccccc12)NC1CCCCC1	-2.3	5.8
O=C(CSc1ncccc1-c1nc2ccccc2[nH]1)NCc1ccco1	-0.6	28.5
COc1ccc(C2(C(=O)Nc3ccc(C(=O)O)cc3)CCOCC2)cc1	-2.4	25.0
CCCCN(CCCC)C(=O)c1nsnc1-c1ccccc1O	-2.9	0.4
CN1CCC(OC(=O)c2cccc(Br)c2)CC1	5.2	6.0
CSc1cccc(NC(=O)C(C)Sc2ccc(C)cc2)c1 (stereo not given)	25.7	-11.3
COc1ccc(S(=O)(=O)Nc2c3ccccc3nc(=O)n2-c2ccccc2)cc1	-2.8	6.4
C=CCSc1nnc(-c2cnn(-c3ccccc3)c2-n2cccc2)n1C	-3.3	-2.6
Cc1ccc(C(=O)CSc2nn3c(=O)c(C(C)(C)C)nnc3s2)cc1	-4.0	4.8
COc1ccc(-n2nnnc2SCc2nc(N)nc(N3CCOCC3)n2)cc1	3.5	6.2
O=C(Nc1cnccn1)c1ccncc1	3.8	0.0
c1ccc(CCn2c3ccccc3c3nnc(SCc4ccc5nonc5c4)nc32)cc1	6.7	9.7
Cc1cccc(N(CC(=O)NC2CCCC2)C(=O)c2c(C)noc2C)c1	-10.6	-15.2
Cc1cc(C(=O)Nc2c(C)nn(Cc3ccc(F)cc3)c2C)on1	2.5	2.3
CC1=CC(C)(C)N(S(=O)(=O)c2ccc(F)cc2)c2ccc(C)cc21	-8.8	2.4
CCOC(=O)C(C(=O)Nc1ccccc1C)C1CCCCC1 (stereo not given)	1.8	8.2
CCOC(=O)C1CCCN(CCCc2ccccc2)C1 (stereo not given)	-1.8	4.5
CCOc1ccc(N(C(=O)Cn2nnc3ccccc32)C(C(=O)NC(C)(C)CC)c2cccn2C)cc1 (stereo not given)	-5.2	4.9

Not all compounds are listed; count on the stated rates, not on these rows.
